# Bioassay records from PubChem BioAssay.
# MC4R ag barr: agonists of human melanocortin 4 receptor (MC4R) beta-arrestin | activation, % at 8.9 µM | 360,000 compounds, 0.98% hits | P32245 | U2OS MC4R beta-arrestin complementation, luminescence; percent of melanotan II response, DMSO zero;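 active means activation above a per-plate cutoff, the mean activation of sample wells on that plate plus 3 SD, cut at about 8% in these data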
# TLR9-MyD88 inh: blocks human TLR9 binding to MyD88; CHO BLA complementation TLR9-MyD88, CCF4 FRET ratio; AID 504734; 340,000 compounds, 0.21% hits; inhibition, % at 4.98 µM; Q9NR96+Q99836;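 active means inhibition above the mean over all tested compounds plus 3 SD, cut at about 21% in these data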;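 further: 0% = DMSO only wells and 100% = clavulanate BLA inhibitor control wells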
# SRC1 inh: inhibitors of human steroid receptor coactivator 1 (SRC1). HEK293 GAL4-SRC1 luciferase reporter, luminescence. inhibition, % at 3.6 µM. 360,000 compounds, 0.12% hits. AID 588354. Q15788;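 active means inhibition above the campaign mean plus 3 SD, with each screening campaign given its own cutoff, cut at about 60% in these data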;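 further: 0% = DMSO treated cells and 100% = gossypol at 36 µM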
# NCOA3 inh: inhibits human SRC3 coactivator; inhibition, % at 3.6 µM; HEK293 GAL4-SRC3 luciferase reporter, luminescence; Q9Y6Q9; 360,000 compounds, 0.17% hits;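 active means inhibition above a per-campaign cutoff, the mean of all compounds plus 3 SD, cut at about 60% in these data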;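 further: 0% = DMSO-treated cells and 100% = gossypol-treated cells at 36 µM; higher means less SRC3-driven luciferase light from the GAL4 reporter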
# MC4R antag cAMP: human MC4R antagonism in cAMP assay. inhibition, % at 6.5 µM. P32245. AID 540295. 360,000 compounds, 0.48% hits. MC4R-expressing cells, MTII-stimulated cAMP, LANCE TR-FRET;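 active means inhibition above its plate's cutoff, the mean of tested wells on that plate plus 3 SD, cut at about 29% in these data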;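 further: 0% = Melanotan II alone and 100% = Melanotan II plus saturating MCL0020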
#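 Assay system: U2OS cells stably expressing human melanocortin 4 receptor (MC4R) / Dosing: 6.5 µM / Timing: compound 30 min, challenge 1 h, detection 1 h / Measured by: Eu-cAMP/anti-cAMP TR-FRET, emission 671 nm / Replicates: singlicate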
# NOD2 RIPK2 PPI: blocks binding of human NOD2 to RIPK2; CHO BLA complementation NOD2-RIPK2, CCF4 ratio; inhibition, % at 4.98 µM; 360,000 compounds, 0.38% hits; in the data active means inhibition above about 21%;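 further: 0% = vehicle only and 100% = reference blocker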
# Target sequence (O43353 whole entry, looked up): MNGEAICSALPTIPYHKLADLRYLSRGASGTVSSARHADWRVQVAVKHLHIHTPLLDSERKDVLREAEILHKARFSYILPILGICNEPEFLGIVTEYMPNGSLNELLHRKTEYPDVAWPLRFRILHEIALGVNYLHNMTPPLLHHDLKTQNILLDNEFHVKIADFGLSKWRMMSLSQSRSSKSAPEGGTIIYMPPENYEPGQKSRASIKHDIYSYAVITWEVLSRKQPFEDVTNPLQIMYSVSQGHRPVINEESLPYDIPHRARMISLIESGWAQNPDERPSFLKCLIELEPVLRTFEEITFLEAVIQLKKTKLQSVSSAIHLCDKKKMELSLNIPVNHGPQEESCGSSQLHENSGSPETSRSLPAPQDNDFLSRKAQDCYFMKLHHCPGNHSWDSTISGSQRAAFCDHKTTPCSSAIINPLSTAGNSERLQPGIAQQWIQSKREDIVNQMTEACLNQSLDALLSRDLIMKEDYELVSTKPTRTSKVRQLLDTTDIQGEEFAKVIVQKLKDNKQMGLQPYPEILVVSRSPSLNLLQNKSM
# EBV LMP1 NFkB: reduces LMP1-driven NF-kappaB luciferase signal. LMP1-induced NF-kappaB luciferase reporter cells, luminescence. inhibition, % at 12.5 µM. 350,000 compounds, 0.69% hits; in the data active means inhibition above about 41%;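 further: 0% = neutral control wells and 100% = reference inhibitor control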
# NR2F2 inh: blocks human COUP-TFII nuclear receptor; HEK293T NGFI-A luciferase reporter, luminescence; 370,000 compounds, 0.7% hits; AID 686940; inhibition, % at 8.6 µM; P24468;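 active means inhibition above a per-plate cutoff, mean inhibition of test wells between control levels plus 3 SD, cut at about 38% in these data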;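 further: cells cotransfected with COUP-TFII expression vector driving the NGFI-A reporter; 0% = median of COUP-TF2 test wells and 100% = reporter-only cells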
# Target sequence (P24468 whole entry, looked up): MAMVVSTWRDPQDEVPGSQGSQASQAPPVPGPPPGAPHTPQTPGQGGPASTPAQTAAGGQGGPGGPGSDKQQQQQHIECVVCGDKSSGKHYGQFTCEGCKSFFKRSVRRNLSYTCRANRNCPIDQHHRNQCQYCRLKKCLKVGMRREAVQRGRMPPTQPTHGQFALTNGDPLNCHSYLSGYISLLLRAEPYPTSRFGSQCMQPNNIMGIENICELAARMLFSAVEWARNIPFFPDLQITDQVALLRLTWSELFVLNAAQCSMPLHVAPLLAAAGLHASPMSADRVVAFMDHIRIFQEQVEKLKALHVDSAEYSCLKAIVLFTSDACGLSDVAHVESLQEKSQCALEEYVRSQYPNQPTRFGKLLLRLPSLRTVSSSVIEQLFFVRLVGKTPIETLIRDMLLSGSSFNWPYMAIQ
# ABHD5-PLIN5 inh: ABHD5-PLIN5 protein interaction inhibition. Q00G26+Q8WTS1. Split G. princeps luciferase complementation, luminescence, 4 h. inhibition, % at 4 µM. 360,000 compounds, 0.78% hits. AID 602281;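 active means inhibition above the mean inhibition across every tested compound plus 3 SD, cut at about 22% in these data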;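 further: 0% = DMSO only wells and the 100% control is not disclosed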
# NR5A2 inv ag: NR5A2 inverse agonism in reporter assay; HEK293T StAR-luciferase reporter, LRH-1 transfected, 24 h; inhibition, % at 3.6 µM; O00482; 360,000 compounds, 0.13% hits;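 active means inhibition above the mean inhibition of all tested compounds plus 3 SD, cut at about 73% in these data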;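 further: 0% = DMSO wells and 100% = reporter-only cells lacking LRH-1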
# NCOA2 inhibitor: inhibits human steroid receptor coactivator 2; Q15596; HEK293 GAL4-SRC2 luciferase reporter, luminescence; inhibition, % at 9 µM; 370,000 compounds, 0.17% hits; AID 651957;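 active means inhibition above the mean inhibition of all tested compounds plus 3 SD, set per campaign, cut at about 52% in these data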;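 further: 0% = DMSO treated cells and 100% = cells given Gossypol at 36 µM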
# Numbers without * were called inactive; . = no result given.
SMILES,MC4R ag barr,TLR9-MyD88 inh,SRC1 inh,NCOA3 inh,MC4R antag cAMP,NOD2 RIPK2 PPI,EBV LMP1 NFkB,NR2F2 inh,ABHD5-PLIN5 inh,NR5A2 inv ag,NCOA2 inhibitor
C=CCn1c(SCC(=O)Nc2ccc(C(=O)O)cc2)nc2scc(-c3ccccc3)c2c1=O,-0.5,-4,4,-2,5,-2,10,19,8,-11,10
C/C(=N\NC(=O)c1cccc(S(=O)(=O)N2CCOCC2)c1)c1ccc(OCC(=O)N(C)C)cc1,-2.9,5,-27,7,11,3,-10,4,4,14,-10
Cc1nnc2c(NCCc3ccccc3)nc3ccccc3n12,-0.1,5,10,5,13,0,3,-22,-4,9,-16
O=C1Nc2ccc(F)cc2C12SCCS2,-2.6,3,-9,13,0,-7,6,.,-20,16,.
COCC1CCN(C(=O)c2cc(COc3cc(C)c(Cl)c(C)c3)on2)C1 (configuration not stated),1.5,2,-74,-56,8,-8,-27,-17,10,-64,-28
CC(=Cc1ccccc1)C=C1SC(=S)N(CCCC(=O)Nc2ccc(C(=O)O)c(O)c2)C1=O,0.7,.,-16,-20,23,5,.,-6,6,-34,-8
CC12CCC(C(=O)Nc3ccccc3Cl)(C(Br)C1=O)C2(C)C (configuration not stated),-3.0,4,9,12,-1,4,-4,5,-2,17,1
CCOC(=O)c1ccccc1NC(=O)/C(C)=C/C(=O)O,3.6,-13,-35,-5,6,-4,-3,-2,4,3,-17
COc1ccc(C=NN=C2c3ccccc3-c3ccccc32)cc1O,-2.0,7,-7,-12,12,0,-3,-3,3,-24,-15
Fc1ccc(-c2csc(Nc3ccccn3)n2)c(F)c1,0.9,-3,-88,-112,1,-10,-66,-51,3,-90,-52
CC1(CN2CCCC2)CCC(NC(=O)C(c2ccccc2)c2ccccc2)C(C)(C)O1 (configuration not stated),-0.7,7,1,-21,3,3,-3,20,-1,18,5
C[C@H](NC(=O)N1CCn2c1nc1ccccc12)C(=O)NCc1ccc2c(c1)OCO2,-1.5,0,-8,15,12,-1,-3,1,5,-2,-22
O=C1CC(C(=O)N(c2ccccc2)C(C(=O)NC2CCCC2)c2ccncc2)CS1 (configuration not stated),-0.2,0,-6,-3,0,2,-2,16,-2,5,-8
CCOC(=O)C1CCN(C2CCN(C(=O)c3oc4c(F)cccc4c3C)CC2)CC1,-3.2,-1,-29,12,-1,-5,0,-14,-2,5,-7
COCCn1c(C)cc(C(=O)CSc2nc(C)nc3sc4c(c23)CCC4)c1C,-1.3,4,12,-5,8,-2,20,18,0,-19,-28
Oc1ccc(-c2[nH]ncc2-c2nc3ccccc3s2)c(O)c1,-2.7,-4,-9,-8,12,-4,-5,-3,2,-9,-26
O=C(OCC(=O)N1CCc2ccccc2C1)c1cccnc1Cl,-2.2,5,-20,-28,0,2,-16,-18,2,-5,-40
COc1ccc(C)cc1NC(=O)CN(C)C1CCCCC1,0.5,1,9,0,14,-1,-12,17,7,-10,9
COc1cc(-c2nnc(SCC(=O)NC3CCCC3)n2C)cc(OC)c1O,-3.2,0,-20,-5,7,-5,0,0,1,12,4
CCCCCNC(=O)c1ccc2c(=O)n(CC3CCCO3)c(=O)[nH]c2c1 (configuration not stated),0.4,12,-8,1,9,-5,-13,-7,-4,-16,-7
CCn1ccnc1C(O)c1ccccc1OC (configuration not stated),-1.5,10,-9,0,1,-5,-4,-18,1,0,-15
CCC12CC3CC(C1)CC(C(=O)O)(C3)C2,0.1,-6,-2,12,20,-6,-1,0,5,11,-23
COCC(C)NC(=O)c1cc2cccc([N+](=O)[O-])c2[nH]1 (configuration not stated),1.4,-1,-21,16,-3,-3,-8,17,-2,10,-27
NNc1nc2c(-c3ccc(Cl)cc3)nnn2c2ccccc12,0.3,17,-103,-97,2,-6,-19,-30,9,-51,-67
Cc1ccccc1NC(=S)Nc1ccccc1,-0.5,8,-21,-8,5,2,-13,-1,2,0,-9

# As a short view, part of the list above.
SMILES,MC4R ag barr,TLR9-MyD88 inh,SRC1 inh,NCOA3 inh,MC4R antag cAMP,NOD2 RIPK2 PPI,EBV LMP1 NFkB,NR2F2 inh,ABHD5-PLIN5 inh,NR5A2 inv ag,NCOA2 inhibitor
NNc1nc2c(-c3ccc(Cl)cc3)nnn2c2ccccc12,0.3,17,-103,-97,2,-6,-19,-30,9,-51,-67
Cc1ccccc1NC(=S)Nc1ccccc1,-0.5,8,-21,-8,5,2,-13,-1,2,0,-9

# 5 entries drawn at random from those above:
SMILES,MC4R ag barr,TLR9-MyD88 inh,SRC1 inh,NCOA3 inh,MC4R antag cAMP,NOD2 RIPK2 PPI,EBV LMP1 NFkB,NR2F2 inh,ABHD5-PLIN5 inh,NR5A2 inv ag,NCOA2 inhibitor
NNc1nc2c(-c3ccc(Cl)cc3)nnn2c2ccccc12,0.3,17,-103,-97,2,-6,-19,-30,9,-51,-67
O=C(OCC(=O)N1CCc2ccccc2C1)c1cccnc1Cl,-2.2,5,-20,-28,0,2,-16,-18,2,-5,-40
C[C@H](NC(=O)N1CCn2c1nc1ccccc12)C(=O)NCc1ccc2c(c1)OCO2,-1.5,0,-8,15,12,-1,-3,1,5,-2,-22
O=C1Nc2ccc(F)cc2C12SCCS2,-2.6,3,-9,13,0,-7,6,.,-20,16,.
Cc1ccccc1NC(=S)Nc1ccccc1,-0.5,8,-21,-8,5,2,-13,-1,2,0,-9

# Next section
SMILES,MC4R ag barr,TLR9-MyD88 inh,SRC1 inh,NCOA3 inh,MC4R antag cAMP,NOD2 RIPK2 PPI,EBV LMP1 NFkB,NR2F2 inh,ABHD5-PLIN5 inh,NR5A2 inv ag,NCOA2 inhibitor
CC(C)C(NC(=O)c1c(F)cccc1F)C(=O)N1CCN(c2ccccc2F)CC1 (configuration not stated),-1.3,-6,-4,10,6,-16,-8,18,1,6,-4
Cc1cc(-c2nnc(CCC(=O)NCc3cc(F)cc(C(F)(F)F)c3)o2)no1,-0.6,6,-11,5,0,-10,-9,4,3,-8,-9
CC(NS(=O)(=O)c1cccc(Cl)c1)C(=O)Nc1ccc(-c2nc3ccccc3s2)cc1 (configuration not stated),16*,3,-58,-41,19,-4,-28,-15,5,-51,-57
Cc1[nH]ccc(=O)c1Oc1ncc(C(F)(F)F)cc1Cl,-0.1,2,4,14,15,-15,-4,4,-2,-10,0
CC12COC3(C(=O)Nc4ccccc4F)CC1CCC32C (configuration not stated),-0.9,-4,11,24,-7,-4,-3,16,0,5,5
O=C(O)C1CN(c2nc(Cl)ccc2[N+](=O)[O-])C1,-1.1,.,-12,-11,25,-2,21,-2,2,3,5
O=C(CN1C(=O)COc2ccccc21)N(Cc1ccccc1)Cc1ccccn1,-1.6,13,3,-1,14,-7,5,-9,7,-9,-18
O=C(CN1C(=O)C(=O)N(Cc2ccccc2)C1=O)Nc1cc(Cl)cc(Cl)c1,2.2,3,-25,21,1,-4,3,0,4,15,-12
Cc1c(S(=O)(=O)NC2CCCCCC2)c(=O)n(C)c(=O)n1C,-3.5,-5,-29,-17,-5,3,4,9,-11,5,4
O=C(CSc1ncccn1)NCc1ccccc1Cl,-1.3,-12,-66,-80,6,-3,-13,-53,-1,-53,-35
COc1ccccc1NC(=O)N1CCc2[nH]c3ccc(F)cc3c2C1,0.0,-9,4,10,4,-2,2,-6,3,-5,-8
Cn1c(=O)c2c(ncn2CC(=O)OCC(=O)NC2CCCc3ccccc32)n(C)c1=O (configuration not stated),0.6,2,-2,-4,7,-8,-3,2,3,18,11
O=C(O)COc1ccccc1/C=N/NC(=O)CSc1nnc(SCc2ccc(Cl)cc2)s1,-2.2,-6,-30,-6,0,-5,3,-7,-2,-10,-1
CCCS(=O)(=O)NC(=O)C1(C)CCN1C(=O)Cc1ccc(-c2ccccc2)cc1 (configuration not stated),-1.9,.,-8,-12,-1,6,.,2,1,-4,-4
CC(O)Cn1cnc2c1c(=O)n(C)c(=O)n2C (configuration not stated),-0.4,-16,1,-6,14,0,3,-3,-10,8,2
O=C(c1ccc(COc2ccc(Cl)cc2Cl)o1)N1CCCC1,-1.3,6,-13,-28,2,-3,3,14,6,-19,-37
COc1cccc(Oc2ccc(S(=O)(=O)N3CCOCC3)cc2[N+](=O)[O-])c1,-3.0,-9,-7,3,0,-6,-1,44*,-8,-4,-6
CCn1cc(/C=N/NC(=O)c2ccc3c(c2)OCO3)c(C)n1,2.4,-2,-4,9,4,-4,-6,-11,-3,-14,-21
O=C(COC(=O)c1cccc(C(=O)OCC(=O)c2ccc(Br)cc2)n1)c1ccc(Br)cc1,0.5,-3,-1,6,0,-8,-4,2,3,1,8
C=C(C)C(=O)NNc1ccccc1,-1.5,-3,-18,18,10,-3,-15,23,3,-10,-5

# Individual results from the entries so far:
# Entry of CC(=Cc1ccccc1)C=C1SC(=S)N(CCCC(=O)Nc2ccc(C(=O)O)c(O)c2)C1=O under NR2F2 inh: -6
# Entry of COc1cccc(Oc2ccc(S(=O)(=O)N3CCOCC3)cc2[N+](=O)[O-])c1 under NCOA3 inh: 3
# Entry of CC12CCC(C(=O)Nc3ccccc3Cl)(C(Br)C1=O)C2(C)C (configuration not stated) under NCOA2 inhibitor: 1

# Record cards, from the list above. Values in the order: MC4R ag barr, TLR9-MyD88 inh, SRC1 inh, NCOA3 inh, MC4R antag cAMP, NOD2 RIPK2 PPI, EBV LMP1 NFkB, NR2F2 inh, ABHD5-PLIN5 inh, NR5A2 inv ag, NCOA2 inhibitor
# Shown for `CCCS(=O)(=O)NC(=O)C1(C)CCN1C(=O)Cc1ccc(-c2ccccc2)cc1` (configuration not stated) = -1.9, ., -8, -12, -1, 6, ., 2, 1, -4, -4
# Shown for `O=C(CSc1ncccn1)NCc1ccccc1Cl` = -1.3, -12, -66, -80, 6, -3, -13, -53, -1, -53, -35

# This is a subset, so the mix of outcomes need not match the whole.
